Screening data (PubChem)
rat GALR2 ag – GALR2 (rat) receptor agonism; activation, % at 10 µM; AID 833; hit rate 0.5% among 16,000; cell-based GALR2 agonist screen; in the data active = activation above about 15%
Target sequence (O08726 whole entry, looked up): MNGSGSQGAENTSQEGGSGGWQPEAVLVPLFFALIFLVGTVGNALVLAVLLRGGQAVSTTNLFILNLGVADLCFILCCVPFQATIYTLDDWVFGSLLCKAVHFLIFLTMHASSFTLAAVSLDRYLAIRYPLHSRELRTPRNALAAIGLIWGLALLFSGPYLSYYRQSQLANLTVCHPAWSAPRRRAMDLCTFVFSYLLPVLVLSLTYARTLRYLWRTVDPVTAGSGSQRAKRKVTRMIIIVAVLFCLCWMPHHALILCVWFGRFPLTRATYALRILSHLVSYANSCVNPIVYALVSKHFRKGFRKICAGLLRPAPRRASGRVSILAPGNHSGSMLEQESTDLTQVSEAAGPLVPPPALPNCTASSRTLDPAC
Nox1 inhibitor – blocks human NADPH oxidase 1 activity; hit rate 0.81% among 16,000; inhibition, % at 6.7 µM; HT29 cells, luminol chemiluminescence ROS; Q9Y5S8
Target sequence (Q9Y5S8 whole entry, looked up): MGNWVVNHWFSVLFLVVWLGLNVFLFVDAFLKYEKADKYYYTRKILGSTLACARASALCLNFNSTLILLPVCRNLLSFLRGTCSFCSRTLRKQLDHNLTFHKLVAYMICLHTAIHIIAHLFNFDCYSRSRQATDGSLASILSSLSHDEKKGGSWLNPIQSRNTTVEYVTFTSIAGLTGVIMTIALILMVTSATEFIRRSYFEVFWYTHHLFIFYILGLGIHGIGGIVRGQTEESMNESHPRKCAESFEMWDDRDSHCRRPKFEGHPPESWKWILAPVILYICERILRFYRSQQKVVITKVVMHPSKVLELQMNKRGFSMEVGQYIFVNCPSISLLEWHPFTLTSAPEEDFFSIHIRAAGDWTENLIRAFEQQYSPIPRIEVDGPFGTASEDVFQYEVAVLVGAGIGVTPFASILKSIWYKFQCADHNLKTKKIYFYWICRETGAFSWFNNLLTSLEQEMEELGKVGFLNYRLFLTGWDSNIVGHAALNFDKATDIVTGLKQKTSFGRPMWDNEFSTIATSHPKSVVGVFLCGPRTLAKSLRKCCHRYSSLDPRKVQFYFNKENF
KOR antag MB – blocks the human kappa opioid receptor, Maybridge compounds; hit rate 0.4% among 16,000; inhibition, % at 9 µM; AID 652031; OPRK1 cells, antagonist mode, fluorescence readout; in the data active = inhibition above about 50%
S1P1 agonist – S1P1 (human) receptor agonism; P21453; S1P1 agonist cell-based reporter assay; activation, % at 4.5 µM; hit rate 1.5% among 16,000; in the data active = activation above about 80%
PME-1 Maybridge – inhibitors of human PME-1 in Maybridge library; Q9Y570; recombinant PME-1, FP-Rh probe fluorescence polarization; inhibition, % at 9 µM; hit rate 0.5% among 16,000; AID 2291; in the data active = inhibition above about 30%
TLR4 MyD88 blk – blocks binding of human TLR4 to MyD88; hit rate 0.06% among 16,000; inhibition, % at 10 µM; Cell-based TLR4-MyD88 binding inhibition assay; in the data active = inhibition above about 45%
luminol inh ctr – counter-screen for Nox1 inhibitors: inhibitors of luminol chemiluminescence. HRP/luminol/H2O2 chemiluminescence counterscreen. inhibition, % at 6.7 µM. hit rate 0.4% among 16,000; also: reference of the scale not given here
NOTCH ag – NOTCH pathway agonism; activation, % at 2.5 µM; NOTCH signaling luciferase reporter cells, luminescence; hit rate 0.4% among 15,000; in the data active = activation above about 2.2%
* = called active by the depositor; / = no result given. Rule as the data show it, unless noted: active = inhibition above about 75%; inactive = the rest.

SMILES	rat GALR2 ag	Nox1 inhibitor	KOR antag MB	S1P1 agonist	PME-1 Maybridge	TLR4 MyD88 blk	luminol inh ctr	NOTCH ag
CCOC(=O)c1sc2sc(C(=O)c3ccc(Cl)cc3)c(C)c2c1C	11	-9	5	-21	0	0	-5	-0.1
O/N=C(\CN1CCCCC1)c1ccccc1	-6	14	13	-1	5	-3	-5	0.1
O=C1C=CC(=O)N1Cc1cccs1	-5	-29	3	-15	1	-2	2	0.0
O=C(Cc1cccc2ccccc12)NC1CCCCNC1=O (stereo unspecified)	-6	-38	-16	0	-1	0	2	-0.5
FC(F)(F)c1ccc(SCc2ccccc2)nc1	-9	6	14	14	4	4	-5	0.2
O=S1(=O)C=Cc2ccc(NC(=S)Nc3ccccc3C(F)(F)F)cc21	-8	-22	10	-19	-21	-5	4	-0.4
Cc1[nH]c2ccccc2c1CN1CCc2ccccc2C1	-10	2	-19	-3	9	-19	-4	-0.1
c1ccc2c(CN3CCN(Cc4ccc5c(c4)OCO5)CC3)c[nH]c2c1	-8	-11	18	-7	0	-3	1	-0.3
O=[N+]([O-])c1cccc(NC2O[C@H](CO)[C@@H](O)[C@H](O)[C@H]2O)c1 (stereo partly specified)	-2	-5	9	-5	0	-1	-2	-0.3
COc1ncccc1C(=O)Nc1ccccc1Cl	-2	-58	-23	4	-4	6	3	0.4
COc1ccc(Cl)cc1NC(=O)CSCc1ccco1	-6	6	-1	7	6	-3	-8	0.3
Cc1c(C(=O)NNc2cc(C(F)(F)F)ccc2Cl)n(C)oc1=O	-5	-79	-8	19	-2	-4	1	0.0
Cc1onc(-c2c(F)cccc2Cl)c1OCN1CCN(c2ncccn2)CC1	-6	4	14	4	-3	7	-5	-0.1
CCN(c1ccccc1)S(=O)(=O)c1cc([N+](=O)[O-])ccc1N	-7	0	12	100*	8	1	3	-0.6
O=C1C2C3C=CC(C3)C2C(=O)N1c1nccs1 (stereo unspecified)	-6	-27	20	5	-2	-1	3	0.1
Cn1cccc1C1=C(C#N)C(c2c(Cl)cccc2Cl)C(C#N)=C(N)O1 (stereo unspecified)	-6	-6	-7	44	-4	-3	2	-0.1
O=S1(=O)CCN(Cc2csc(-c3cccs3)n2)CC1	-2	-6	0	-10	3	-4	-3	-0.4
Cn1nccc1NC(=O)c1ccc(Cl)c(Cl)c1	-4	18	1	2	5	5	-6	0.2
COc1ccccc1NC(=S)Nc1ccccn1	-5	-22	-23	-10	4	1	2	-0.5
Cc1cc(C)c(N=C(N)NN)cc1C	-4	-26	-1	-8	2	-4	-3	-0.3
O=C(Nc1ccc(-c2cnco2)cc1)c1ccc(F)cc1F	-3	-49	4	15	-4	-4	3	-1.0
N#CCCN(Cc1cccnc1)CN1C(=O)c2ccccc2C1=O	-6	-12	3	-3	4	-2	1	-0.7
Cc1cc(-c2ccsc2)n[nH]c1=O	-6	0	0	-6	2	-2	-3	-0.4
N/C(=N\OC(=O)/C=C/c1csc([N+](=O)[O-])c1)c1c(F)cccc1F	-4	-13	-8	-3	3	-7	-5	-0.2
Cc1nn(-c2ccccc2)c(C)c1-c1nnc(C(F)(F)F)o1	-7	11	0	-18	2	-2	-5	0.6
Cc1nc(-c2ccc(NC(=O)C(C)(C)C)cc2)c(-c2ccccc2)o1	-8	7	3	16	1	9	-5	-0.7
CC(=O)OC1CCC2(C)C(=CCC3C2CCC2(C)C(C(C)=O)CCC32)C1 (stereo unspecified)	-6	5	1	-11	3	-13	-3	-0.5
COc1ccc2nc(NC(=O)CC3(CC(=O)O)CCCCC3)sc2n1	-3	-9	10	-28	3	-7	-6	0.1
COc1ccc(C2C3CCc4ccccc4C3=NN2C(C)=O)cc1 (stereo unspecified)	-4	-53	-2	-2	1	-2	-1	0.5
Cc1ccc(N2CC(=O)N(NC(=O)c3sc4nc(C)cc(C)c4c3N)CC2=O)cc1	-8	-44	-18	-12	5	-5	16	0.7

Compound profiles, as listed above.
Results for Cc1cc(C)c(N=C(N)NN)cc1C = rat GALR2 ag = -4; Nox1 inhibitor = -26; KOR antag MB = -1; S1P1 agonist = -8; PME-1 Maybridge = 2; TLR4 MyD88 blk = -4; luminol inh ctr = -3; NOTCH ag = -0.3
Results for c1ccc2c(CN3CCN(Cc4ccc5c(c4)OCO5)CC3)c[nH]c2c1 = rat GALR2 ag = -8; Nox1 inhibitor = -11; KOR antag MB = 18; S1P1 agonist = -7; PME-1 Maybridge = 0; TLR4 MyD88 blk = -3; luminol inh ctr = 1; NOTCH ag = -0.3

More entries follow:
SMILES	rat GALR2 ag	Nox1 inhibitor	KOR antag MB	S1P1 agonist	PME-1 Maybridge	TLR4 MyD88 blk	luminol inh ctr	NOTCH ag
O=C(c1csc2ccccc12)N1CC=C(c2ccccc2)CC1	-2	-54	-7	-22	2	-3	-1	-0.2
CCCN(CCC)S(=O)(=O)c1ccc(C(=O)NCCc2ccc(OC)c(OC)c2)cc1	-8	-28	-11	-4	6	-4	-1	-0.7
O=C(Nc1ccc2oc3ncccc3c(=O)c2c1)c1cc2ccccc2s1	-6	12	10	-16	4	11	-3	0.5
O=C(CSCCS(=O)(=O)c1ccccc1)NNS(=O)(=O)c1ccc(Cl)s1	-4	-67	-3	-8	3	0	2	-0.5
Cc1cc(NC(=O)CSCC(=O)O)n(C)n1	1	-68	25	-1	10	10	3	-0.4
S=C(c1ccc(Cl)cc1)N1CCCCC1	-6	-25	10	4	1	0	-1	-0.7
CCOC(=O)NC(=O)CC#N	-5	-34	10	-6	2	6	5	-0.1
O=C1OCCC1N1C(=O)c2ccccc2C1=O (stereo unspecified)	-4	-52	1	-9	-1	14	2	-0.5
COc1ccc(-c2ccc(/C=N/NC(=O)CCc3ccc(O)cc3)s2)cc1	-1	-78	-1	77	-3	-7	-24	-0.3
COc1ccc2c(c1)CCCN2C(=O)NC(=O)c1c(F)cccc1Cl	-9	-38	17	-1	1	11	4	-0.1
N#C/C(=C\c1cccs1)C(=O)NCCc1c[nH]c2ccccc12	-5	-28	9	21	2	7	0	0.4
O=c1oc(-c2ccco2)nc2cccc(F)c12	-4	-32	-10	-6	-2	-5	-1	0.1
OC(CNCc1ccc2c(c1)OCO2)CSc1cccs1 (stereo unspecified)	-3	9	-3	-14	5	-10	-6	0.2
COc1cc(C(CC(=O)O)CC(=O)Nc2ccc(C)cc2)cc(OC)c1OC (stereo unspecified)	-4	30	2	-8	4	-11	-4	0.2
S=C(NNC(=S)Nc1ccc2c(c1)OCCO2)NNc1ccccc1	-1	46	2	-3	0	-8	-8	-0.2
CC1CC(=O)Nc2ccccc2N1S(=O)(=O)c1ccc(-c2cc(C(F)(F)F)on2)s1 (stereo unspecified)	-5	-2	10	-5	4	-3	-5	-0.9
COc1ccc(/C=N/NC(=S)NC2CC(C)CC(C)(C)C2)cc1OCc1ccccc1 (stereo unspecified)	-8	15	-15	-30	-1	-16	-3	-0.2
O=C(O)[C@@H]1CSC(c2ccncc2)N1 (stereo partly specified)	-5	-44	23	0	2	-3	1	0.1
CCOC(=O)c1cc2ccccc2[nH]1	-8	16	2	-3	-2	-11	-2	/
COC(=O)c1cc(Br)cc(Br)c1	-5	-52	-4	-15	2	0	2	-0.2
CNC(=O)Nc1ncc(C)nc1C	-5	-7	1	-22	2	-1	1	-0.7
CNc1ccc(S(=O)(=O)O)cc1	-8	-16	8	-6	2	1	-2	-0.2
COc1cc(C(CC(=O)O)CC(=O)Nc2cc(C)on2)cc(OC)c1OC (stereo unspecified)	-6	-57	16	0	-2	2	5	0.0
CC1(C)OC(=O)C(=Cc2ccc(-c3cc(C(F)(F)F)ccc3Cl)o2)C(=O)O1	-13	-48	8	7	-4	-4	3	0.9
Cc1cc(NC(=O)CN2CCOCC2)no1	-5	-10	4	-1	-2	-3	0	-0.2
Cc1onc(-c2ccccc2)c1CNC(=O)c1ccccc1	-8	-17	-9	-8	2	2	-2	-0.6
COc1ccc(-c2c(C)n[nH]c2C)c(C(=O)O)c1	-2	-42	22	-1	0	12	0	0.1
COCCCNC(=S)N/N=C/c1cccs1	-7	-37	-1	-24	4	4	4	-0.2
COC(=O)C(=NNc1cc(C(F)(F)F)ccc1OCC(F)(F)F)C(=O)OC	6	-32	23	-1	1	9	0	0.0
O=C(NC(=O)N1CCCC1)C1CCN(c2cnc3ccccc3n2)CC1	-4	-57	4	-14	2	1	0	-0.6

As a working copy, some entries already given:
SMILES	rat GALR2 ag	Nox1 inhibitor	KOR antag MB	S1P1 agonist	PME-1 Maybridge	TLR4 MyD88 blk	luminol inh ctr	NOTCH ag
FC(F)(F)c1ccc(SCc2ccccc2)nc1	-9	6	14	14	4	4	-5	0.2
O=S1(=O)C=Cc2ccc(NC(=S)Nc3ccccc3C(F)(F)F)cc21	-8	-22	10	-19	-21	-5	4	-0.4
Cc1[nH]c2ccccc2c1CN1CCc2ccccc2C1	-10	2	-19	-3	9	-19	-4	-0.1
c1ccc2c(CN3CCN(Cc4ccc5c(c4)OCO5)CC3)c[nH]c2c1	-8	-11	18	-7	0	-3	1	-0.3
O=[N+]([O-])c1cccc(NC2O[C@H](CO)[C@@H](O)[C@H](O)[C@H]2O)c1 (stereo partly specified)	-2	-5	9	-5	0	-1	-2	-0.3
COc1ncccc1C(=O)Nc1ccccc1Cl	-2	-58	-23	4	-4	6	3	0.4
COc1ccc(Cl)cc1NC(=O)CSCc1ccco1	-6	6	-1	7	6	-3	-8	0.3
Cc1c(C(=O)NNc2cc(C(F)(F)F)ccc2Cl)n(C)oc1=O	-5	-79	-8	19	-2	-4	1	0.0
Cc1onc(-c2c(F)cccc2Cl)c1OCN1CCN(c2ncccn2)CC1	-6	4	14	4	-3	7	-5	-0.1
CCN(c1ccccc1)S(=O)(=O)c1cc([N+](=O)[O-])ccc1N	-7	0	12	100*	8	1	3	-0.6
O=C1C2C3C=CC(C3)C2C(=O)N1c1nccs1 (stereo unspecified)	-6	-27	20	5	-2	-1	3	0.1

More compounds.
SMILES	rat GALR2 ag	Nox1 inhibitor	KOR antag MB	S1P1 agonist	PME-1 Maybridge	TLR4 MyD88 blk	luminol inh ctr	NOTCH ag
CCOC(=O)C1(C(F)(F)F)N=C(c2cccnc2)OC(N2CCOCC2)=N1 (stereo unspecified)	-6	-9	13	0	-4	2	2	-0.6
O=C(CCc1ccc(O)cc1)NNc1c([N+](=O)[O-])cc(C(F)(F)F)cc1[N+](=O)[O-]	-5	28	6	15	5	-5	-4	0.2
CS/C(NCC1CC1)=C(/C#N)C(=O)c1ccc(Cl)cc1	-7	-19	7	-7	-1	4	-1	0.0
Cc1cc(=O)n2[nH]cnc2n1	-5	26	7	4	3	-10	-5	-0.3
Cc1ccc([N+](=O)[O-])cc1S(=O)(=O)Nc1ccc2c(c1)OCO2	-1	12	22	17	11	1	-21	0.3
O=C(Oc1cccc(C(F)(F)F)c1)c1ccc(-c2cccs2)s1	-7	-13	12	8	-5	-7	4	0.1
NC(=O)c1sc(-c2ccc(Cl)cc2)cc1NC(=O)C(Cl)Cl	-7	-4	-1	-19	-3	-3	-2	-0.2
Cc1cc(-c2nnc(-c3cccc(C(F)(F)F)c3)o2)no1	-3	0	18	80*	1	-1	-1	0.4
O=S(=O)(Cc1ccc(F)cc1)c1ccccc1	-5	10	-8	-2	5	-8	-5	-0.5
O=c1cc(-c2ccccc2)[nH]c(=O)[nH]1	-4	7	4	17	7	-3	-7	0.2
NNC(=O)c1ccc(Oc2cccc(C(F)(F)F)c2)nc1	-9	2	9	-8	4	3	2	/
OCc1cccc2cccc(Br)c12	-5	-61	-12	5	1	2	1	0.2
C/C(=N\Nc1nc(-c2ccccc2)cs1)c1ccc(C)nc1	-8	-129	6	23	10	7	-6	-0.1
O=C(CSCCS(=O)(=O)c1ccccc1)N/N=C/c1ccsc1	-8	-42	9	1	-2	0	0	0.1
N#C/C(=C\c1cccs1)C(=O)N1CCCC1	-7	-49	-2	-3	22	3	2	0.1
N=C(N)SCc1c(F)cccc1Cl	-3	20	18	6	9	1	-6	-0.4
O=C(C[n+]1ccccc1)c1c(F)cccc1F	-5	8	-2	11	2	0	-1	-1.8
O=C1CC(c2ccc(C(F)(F)F)cc2)CC(=O)N1Cc1ccco1	-5	-45	20	1	-1	5	2	-0.3
Cc1ccc(S(=O)(=O)NC(=O)N2CCCCC2)cc1	-6	16	24	-14	2	-12	-4	-0.5
O=C1c2ccccc2C(=O)N1CC1COc2ccccc2O1 (stereo unspecified)	-2	-38	-21	1	-5	1	3	-0.6
CC1SC(c2cccnc2)N(c2ccc(F)cc2F)C1=O (stereo unspecified)	-7	-31	8	-7	0	4	-1	-0.4
O=C1c2cccc3cccc(c23)C(=O)N1Cc1ccco1	0	15	13	4	3	-17	-6	0.3
COc1cccn(Cc2nnc(SCC(=O)c3ccccc3)o2)c1=O	-5	-32	-1	-5	-2	14	11	-0.9
Cc1cc(NC(=O)NNc2ccccc2)no1	0	17	-9	1	2	-17	-11	-0.8
Cc1ccc(S(=O)(=O)N=S(c2ccc(C(=O)O)cc2)c2ccc(C(=O)O)cc2)cc1	-3	-28	-3	0	0	1	1	-0.3
COC(=O)c1ccccc1Sc1ccc([N+](=O)[O-])cc1	-5	-37	5	-5	3	14	0	-0.6
c1ccc(-c2cc3c(nn2)CCc2nonc2-3)cc1	-6	-57	-16	-7	12	9	0	-0.1
O=C(Sc1ccccc1)c1ccc2ncsc2c1	-6	-71	16	13	-2	-3	2	-0.8
Cc1onc(-c2c(F)cccc2Cl)c1C(=O)Oc1ccccc1	-12	-39	2	95*	1	-7	2	0.5
